Screening data from PubChem.
ALOX12 inh = Primary qHTS assay for inhibitors of human arachidonate 12S-lipoxygenase (ALOX12): Round 2 | Polyunsaturated fatty acid lipoxygenase ALOX12 (Homo sapiens), P18054 | purified 12hLO, xylenol orange hydroperoxide absorbance | Potency, µM (doses to about 108 µM), inactives show at the top dose activity change, negative = inhibition, usual class: inhibitors | 1.1% of 580,000 active | AID 1671190, 2021; active means well fitted inhibition curve with a large enough effect; inconclusive means small, poorly fitted or top-dose-only effect, or another doubt; inactive means no such curve, though single readings can be large or run the other way
Target sequence (P18054 whole entry, looked up): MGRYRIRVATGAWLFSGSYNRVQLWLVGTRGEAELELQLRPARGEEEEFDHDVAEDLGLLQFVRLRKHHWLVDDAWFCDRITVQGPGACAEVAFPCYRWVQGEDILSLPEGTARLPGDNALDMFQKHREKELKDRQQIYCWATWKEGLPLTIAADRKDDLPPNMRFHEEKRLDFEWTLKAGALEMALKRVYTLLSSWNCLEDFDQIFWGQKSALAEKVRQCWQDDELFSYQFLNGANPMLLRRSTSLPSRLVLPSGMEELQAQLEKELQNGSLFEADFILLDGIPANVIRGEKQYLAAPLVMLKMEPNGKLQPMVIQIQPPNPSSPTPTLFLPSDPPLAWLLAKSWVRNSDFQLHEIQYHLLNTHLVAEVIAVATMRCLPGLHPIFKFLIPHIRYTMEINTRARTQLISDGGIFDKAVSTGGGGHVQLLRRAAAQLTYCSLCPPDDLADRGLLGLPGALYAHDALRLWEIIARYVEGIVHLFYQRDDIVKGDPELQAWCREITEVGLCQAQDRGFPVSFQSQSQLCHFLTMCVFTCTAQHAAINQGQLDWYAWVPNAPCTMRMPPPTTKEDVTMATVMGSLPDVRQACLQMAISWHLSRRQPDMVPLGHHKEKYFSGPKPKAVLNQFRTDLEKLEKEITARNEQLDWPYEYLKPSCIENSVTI
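Purified human 12hLO at 150 nM in 25 mM Hepes, 0.01% Triton X-100, pH 7.0, preincubated 15 min at room temperature with compound. Reaction started with 40 uM arachidonic acid, 30 min at room temperature. Hydroperoxide measured by Fe-xylenol orange, 573/405 nm absorbance ratio.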
* hit, by the source's call; ? = inconclusive; [ ] = dose if it differs, or a comment. On the % scale 0 is the no-effect control and ±100 the full control effect; potency means the concentration at half of the fitted maximal effect. Not all compounds are listed; rates above refer to the full screens.

SMILES | ALOX12 inh
CN1CCc2c([nH]c3ccccc23)C12CCN(C(=O)c1ccncc1)CC2 | 44.2%[activator]
COCc1cc(CC2(NCc3ccc(N(C)C)cc3)COC2)no1 | -2.1%[176 µM]
Cc1ncsc1C1N(C2CCN(S(=O)(=O)c3ccccc3)CC2)C(=O)C12CCCC2 (configuration not stated) | 30.4%[activator]
COc1cccc(C(=O)NCC[N+](C)(C)C)c1 | ?
COCc1ccc(C(=O)N2CCc3[nH]nc(-c4ccccc4F)c3C2)s1 | 8.5%
Clc1ccc(-c2ncc(-c3ccccc3)o2)cc1 | -41.8%
CN(CC(=O)NC(=O)NC1CCCCC1)Cc1ccc(C(F)(F)F)cc1 | ?
O=C(C1CCOCC1)N1CCC2(CN[S+](=O)([O-])c3cnccc3O2)C1 (configuration not stated) | 4.1%[6.33 µM]
COc1ccc(-c2nn(-c3cc(C)ccc3C)c(OC(C)=O)c2-c2ccc(NC(C)=O)cc2)c(OC)c1 | -16.4%
CCOc1ccc(C(=O)N2CCC3(CC2)NC(=O)N(Cc2ccccc2)C3=O)cc1 | ?
Cc1nnc(NC(=O)c2ccc3c(ccn3Cc3ccccc3)c2)s1 | 9.5%
CCOc1ccc2c(n1)CCN(C(=O)Cc1ccccc1)C2 | 32.3%
Cn1nc(C(=O)Nc2nc(-c3ccc(F)cc3)cs2)c2ccccc2c1=O | 10.0%
CCc1noc(C)c1C(=O)N1CCOc2ccc(CN3CCCC(C(=O)c4cccnc4)C3)cc2C1 (configuration not stated) | ?
Cc1nocc1C(=O)N1CCCn2ccnc2C1c1cnn(C)c1 (configuration not stated) | 40.3%[activator]
COc1ccc(-c2c(C)oc3cc(OCC(=O)N4CCC(C(N)=O)CC4)ccc3c2=O)cc1 | ?
COC(=O)Cc1c(C)c2ccc(OCC(=O)OC(C)(C)C)cc2oc1=O | ?
COc1cccc(CNC(=O)[C@@H]2CCCN2C(=O)[C@@H]2CCCN2C(=O)c2cccs2)c1 | -2.9%
Clc1cccc(Cl)c1C=Nc1cccc2ccccc12 | 8.4%
Cc1cc(C)n(C(=O)c2cn(C)nc2S(=O)(=O)N2CCN(c3ccccc3Cl)CC2)n1 | -3.2%
CCOC(=O)C1=CN(CC(=O)Nc2c(C)cccc2CC)S(=O)(=O)N=C1C | 6.0%
COc1cc2ncn(CCC(=O)N3CCCCCC3)c(=O)c2cc1OC | -2.4%
O=C(NC1CCCc2ccccc21)c1ncc(Cl)c(Cl)c1Cl (configuration not stated) | ?
O=C(C[n+]1ccc(C(=O)c2ccccc2)cc1)Nc1cccc([N+](=O)[O-])c1 | ?
CC(C)NC(=O)c1nc(Cc2c[nH]c3ccccc23)no1 | ?
Cc1ccc(-c2ncc(C(=O)Nc3ccccc3Cl)c(-c3ccncc3)n2)cc1 | -1.7%
COc1ccc(-n2c(SCC(=O)Nc3cccc(C#N)c3)nnc2-c2ccccc2OC)cc1 | ?
O=C(c1ccn[nH]1)N1CCCC(Cn2c(C3CC3)nc3cccnc32)C1 (configuration not stated) | 4.7%
O=C(COC(=O)COc1ccc(C2SCCCS2)cc1)Nc1c(F)cccc1F | 36.8%[activator]
Cc1nccn1-c1ccccc1CNC(=O)[C@H]1CC[C@@H](N)C1 | -12.8%
COCCOC1CCOC2(CCN(C(=O)Cc3cccc(C)c3)CC2)C1 (configuration not stated) | 29.7%
CCCn1c(C(O)(c2nc3ccccc3n2CCC)C(F)(F)F)nc2ccccc21 | -30.7%
Cc1ccc(-c2nc(Cn3nnc(-c4ccccc4)n3)co2)c(C)c1 | 3.8%
Cc1sc2c(c1C)c1nc(-c3ccco3)nn1c(=O)n2Cc1ccccc1 | ?
CN1CCC(O)(C(=O)N2C[C@@H](C(=O)O)[C@H](c3ccc4c(c3)OCO4)C2)CC1 | 47.1%[activator]
COCCc1nc(CNC(=O)c2ccc3nc(C4CCCCC4)oc3c2)no1 | 51.5%[activator]
Cc1c(C(=O)N[C@H]2[C@H]3CCO[C@H]3[C@@H]2N(C)C)[nH]c2c(F)cccc12 | 26.4%
CCCCC1CCC(C(=O)Oc2ccc(OCC)cc2)CC1 (configuration not stated) | 9.1%
COc1ccccc1OCc1cc(C(=O)NCc2cccc(C)c2)n[nH]1 | 77.9%[activator]
CC(O)c1cc2n(n1)CCCN(Cc1cccc(OC3CCCC3)c1)C2 (configuration not stated) | 39.6%[activator]

Arranged by value in ALOX12 inh (ascending): 3 of the compounds above.
SMILES | ALOX12 inh
Cc1ccc(-c2nc(Cn3nnc(-c4ccccc4)n3)co2)c(C)c1 | 3.8%
CCCCC1CCC(C(=O)Oc2ccc(OCC)cc2)CC1 (configuration not stated) | 9.1%
COCCOC1CCOC2(CCN(C(=O)Cc3cccc(C)c3)CC2)C1 (configuration not stated) | 29.7%

(list continues)
SMILES | ALOX12 inh
CC[C@H]1CN(S(C)(=O)=O)CC[C@H]1CC(=O)NCc1ccco1 | 27.8%[176 µM]
CCn1c(COc2cc(C)c(Cl)c(C)c2)n[nH]c1=S | -74.7%
CCOC(=O)c1cnc2c(Cl)cccc2c1Nc1cccc(C)c1 | ?
COCCOCC(=O)NC1CCN(C(=O)N2CC3CC(C2)[C@H]2CCCC(=O)N2C3)CC1 (some centres not stated) | 5.7%
Cc1oc(-c2ccccc2)nc1CC(=O)NCc1cc2n(n1)CCNC2 | ?
CN(C)S(=O)(=O)c1cccc(NC(=O)COc2ccc(Cl)cc2)c1 | ?
CC(Oc1ccccc1Cl)C(=O)NCc1csc(-c2ccccc2)n1 (configuration not stated) | 30.2%
O=C(O)C1=CO[C@@H](O[C@@H]2O[C@H](CO)[C@H](O)[C@H](O)[C@H]2O)[C@@H]2C(CO)=CC[C@H]12 | -14.2%[57.4 µM]
Cc1cccc(C(C)C)c1NC(=O)Cn1nc(C(=O)O)c2ccccc2c1=O | 4.3%
CNC(=O)[C@@H](Cc1ccccc1)N1CCC[C@H]1C(=O)N1CCC1 | 22.4µM*
Cn1ccc2c(C(=O)NCC3CCC(=O)N3)nc(-c3ccccc3O)cc21 (configuration not stated) | 57.5%[activator][176 µM]
Cc1ccc2nc(NC(=O)C3CC(=O)N(c4n[nH]c5ccccc45)C3)sc2c1 (configuration not stated) | ?
CNCCCNC(=O)/C(=N\O)c1ccccc1 | ?
COc1ccc(C2Cn3cnc(C(=O)N4CCC(C(=O)Nc5ccc(F)cc5)CC4)c3CO2)cc1 (configuration not stated) | 15.5%
COc1ccc2nc(SC3CC(=O)N(c4cccc5ccccc45)C3=O)nc(C)c2c1 (configuration not stated) | 1.5%
Cc1cccc(-c2noc(-c3ccc(I)cc3)n2)c1 | -15.0%
O=C(Nc1ccccc1Cl)C1CCN(c2ncnc3onc(-c4ccc(F)cc4)c23)CC1 | ?
Cc1cccc(C)c1NC(=O)C(c1cccc(F)c1)N1CCN(C)CC1 (configuration not stated) | ?
CS(=O)(=O)N1CC2(CCCN(C3COC3)C2)Cc2ccccc21 (configuration not stated) | -1.5%[6.33 µM]
CCCc1nc(C(=O)N2CCC3(CCc4ccccc43)CC2)cs1 | -3.6%
Cc1ccc(NC(=O)NC2CCN(C(=O)N3CC4CC(C3)[C@H]3CCCC(=O)N3C4)CC2)cc1C (some centres not stated) | 7.2%
O=C(Cc1noc(C(=O)NC2CCCCC2)n1)Nc1cccc2ncccc12 | 10.6%
CN1CCC(CN2CCC3(CC2)OCCN(c2ccc(F)cc2)C3=O)CC1 | 1.5%[176 µM]
COC(=O)N/N=C/c1cc(Cl)cc(Cl)c1OCCCOc1ccccc1 | -46.4%
CCC(C)NC(=O)Cn1cccc1-c1nc(-c2ccc(OC)c(F)c2)no1 (configuration not stated) | ?
Cc1ccc(NC(=O)c2cc3c(N(C)Cc4ccccc4)nc(C)cn3n2)c(F)c1 | 39.0%[activator]
CCN1c2cc(C(=O)Nc3cccc(F)c3)ccc2C(=O)N2CCCC21 (configuration not stated) | 23.9%
Cc1ccc(F)cc1-n1nc(-c2c(C)nc3scc(CC(=O)NCC(C)C)n3c2=O)cc1C | 22.5%
CCn1c2c(c(=O)n1-c1ccccc1)CCN(C(=O)COc1ccccc1)C2 | -7.6%[176 µM]
O=C(O)CCCCNS(=O)(=O)c1ccccc1 | -30.0%
N#Cc1ccc(CN2CCC3(CC2)CC(=O)c2ccc(Cl)cc2O3)cc1 | ?
Cc1ccc(CN2CCc3nc(N(C)Cc4cccnc4)[nH]c(=O)c3CC2)s1 | 42.0%[activator]
O=C(NCC1CCCN(C(=O)c2cc(=O)[nH]c(=O)[nH]2)C1)c1cccs1 (configuration not stated) | -11.1%
O=C(c1cccs1)N1CCCCCCC1 | 0.9%
O=c1c2c(nc3cc[nH]n13)CCN(S(=O)(=O)c1ccccc1Cl)C2 | 2.0%
Cc1ccc(C2(c3ccccc3)NC(=O)N(Cc3ncc(-c4ccccc4)o3)C2=O)cc1C (configuration not stated) | -29.5%
COc1ccc(-c2cnc3[nH]cc(CC(=O)Nc4ccc(C(F)(F)F)cc4)c3c2)cc1 | 2.2%[176 µM]
Cc1cnccc1N1CCCN(C(=O)Cn2ccnc2-c2ccccc2)CC1 | 55.1%[activator]
COC(=O)C(C)N1C(=O)S/C(=C/c2ccc(C)cc2)C1=O (configuration not stated) | ?
CC1=C(C(=O)N2CCCCCC2)CC(CC(=O)NC2CCCCC2)C(=O)N1CCC1=CCCCC1 (configuration not stated) | -0.6%

Reformatted: six of the compounds above.
| Molecule | ALOX12 inh |
| --- | --- |
| O=C(c1cccs1)N1CCCCCCC1 | 0.9% |
| Cc1ccc(CN2CCc3nc(N(C)Cc4cccnc4)[nH]c(=O)c3CC2)s1 | 42.0%[activator] |
| CC1=C(C(=O)N2CCCCCC2)CC(CC(=O)NC2CCCCC2)C(=O)N1CCC1=CCCCC1 (configuration not stated) | -0.6% |
| N#Cc1ccc(CN2CCC3(CC2)CC(=O)c2ccc(Cl)cc2O3)cc1 | ? |
| COC(=O)C(C)N1C(=O)S/C(=C/c2ccc(C)cc2)C1=O (configuration not stated) | ? |
| O=c1c2c(nc3cc[nH]n13)CCN(S(=O)(=O)c1ccccc1Cl)C2 | 2.0% |

Other records follow.
SMILES | ALOX12 inh
CCc1nncn1C1CCN(S(=O)(=O)c2ccc(OC)c(Cl)c2)CC1 | 19.8%
CC(C)C[C@H]1NC(=O)[C@@H]2C[C@@H](NC(=O)CS(=O)(=O)c3ccccc3)CCN2C1=O | 22.7%[176 µM]
COc1ccc(NC(=O)c2cc3c(N4CCSCC4)nc(C)cn3n2)cc1F | 8.0%
CCCC1(C(=O)O)CCCN(C(=O)c2cccc(OC)c2OC)C1 (configuration not stated) | -37.3%
O=C(CCc1ccnc(N2CCOCC2)c1)Nc1ccc2c(c1)OCO2 | 21.1%
CCCn1c(NC(=O)CCOc2ccc(C)cc2)nc2ccccc21 | -0.6%
COc1cc(NC(=O)Nc2c(NC3CCCCC3)c3ccccc3oc2=O)cc(OC)c1 | 30.3%[activator]
COc1cccc([S+](=O)([O-])N2CCC3(C2)C(=NC2CCCCC2)NC(=O)N3c2cc(F)cc(F)c2)c1 (configuration not stated) | 9.0%[6.33 µM]
C/C(=N\NC(=O)C1CCCCC1)c1ccc2ccccc2c1 | ?
Cc1ccc(-c2nc3c4ccccc4ccn3c2CC2CCCCC2)cc1 | -18.7%
Brc1ccc(C2=NOC(c3ccc(Br)cc3)C2)cc1 (configuration not stated) | ?
O=C1Cc2c(-c3cccc4ccccc34)n[nH]c2CN1Cc1ccccc1 | 19.9%[176 µM]
Cn1cccc1CN1CCC2(C1)C(=NC1CCCCC1)NC(=O)N2c1cc(F)cc(F)c1 (configuration not stated) | 2.9%[6.33 µM]
C[C@@H]1C(=O)O[C@H]2[C@H]1CC[C@@]1(C)Cc3sc(NC(=O)COCC(=O)O)nc3[C@@H](C)[C@H]21 | ?
Cc1cc(=O)n(CC(=O)Nc2cccc(C#N)c2)c(N2CCOCC2)n1 | -14.1%
COc1cccc(COC(=O)C2CCN(S(=O)(=O)c3ccc(F)cc3)CC2)c1 | -34.6%
COc1ccc(CN2C(=O)[C@@H]3C[C@@H](O)CN3C3(CN(Cc4cccs4)C3)C2=O)cc1 | ?
O=C(c1ccccc1)N1CCn2ncc(C(=O)N3CCOCC3)c2C1 | 3.8%[6.33 µM]
Cc1ccc(CN2CCN3C(=O)N(C4CCOCC4)C[C@H]3C2)cc1 | 28.2%[176 µM]
Cc1cc(SC(C)C(=O)N(C)C)nc2ccccc12 (configuration not stated) | -31.9%
O=C(CCc1ccccc1)Nc1cccc(-c2nnc3n2CCCC3)c1 | 27.5%
CC(C)C1CN(C(=O)CCn2ccc(=O)[nH]c2=O)CCC(=O)N1CC1CC1 (configuration not stated) | 17.7%
Cc1cc(NC(=O)Cn2nc3n(c2=O)CCCC3)no1 | 28.7%
Cc1cc2c(SCC(=O)N3CCOCC(CO)C3)ncnc2s1 (configuration not stated) | 9.3%
COc1ccc(-n2nc(C3CCN(C(=O)c4ccccc4Cl)CC3)[nH]c2=O)cc1 | 27.6%
O=C1c2cnc(-c3ccc(Oc4ccccc4)cc3)nc2OCCN1CC1CC1 | 1.2%[176 µM]
CCO[C@H]1CN(C(=O)COc2ccc(Cl)cc2C)C[C@@H]1O | 23.0%
COc1ccc(-c2ocnc2C(=O)Nc2cccc(Cl)c2C)cc1OC | ?
COc1ccccc1CCC(=O)N1CC(C(=O)N(C)C)C2(CCOCC2)C1 (configuration not stated) | 64.1%[activator]
COC(=O)c1c(NC(=O)c2cccc(C)c2)sc(C(=O)Nc2ccccc2)c1C | 30.8%[activator]
O=C1NCCOCCCN(C(=O)NC2CCCCC2)[C@H]2CCC[C@@H]12 | 22.0%
O=C1Nc2ccc(-c3cccc(C(F)(F)F)c3)cc2C(=O)N2CCN(C(=O)[C@@H]3CSCN3)C[C@H]12 | 54.6%[activator]
Cc1ccc(C(=O)NC2CCN(c3cc(-c4ccccc4)[nH]n3)C2)cc1C (configuration not stated) | 44.8%[activator]
